Bioassay records from PubChem BioAssay.
WRN inhibitor – inhibitors of human WRN helicase; 0.46% of 360,000 active; AID 651768; Potency, µM (highest dose often 114 µM), for the others: at the top dose activity change, negative = inhibition, hits mostly inhibitors; WRN helicase unwinding, fluorescent forked duplex, kinetic; further: potency means the concentration at half of the fitted maximal effect; on the % scale 0 is the no-effect control and ±100 the full control effect; nearly all actives have a fitted effect of over 55% in size
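Screening of the MLSMR collection measured strand separation of a quenched forked DNA duplex (100 nM) by 20 nM WRN with 2 mM ATP, all final. Compounds were preincubated with enzyme 15 min at room temperature.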
aSyn yeast inh – rescues yeast growth from alpha-synuclein toxicity; Yeast expressing alpha-synuclein, growth rescue, BacTiter-Glo, 24 h; Potency, µM (highest dose often 46.1 µM), inactives show at the highest dose growth rescue (activation), hits mostly activators; 0.14% of 370,000 active; AID 652106; further: potency means the concentration at half of the fitted maximal effect; % of control where 0% means no effect; nearly all actives have a fitted effect of over 65% in size
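Readout is rescue of growth in alpha-synuclein-expressing yeast, so inhibitors of toxicity appear as activators. Growth after 24 hr at 30 deg C in galactose medium is quantified by luminescence.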
EPAC1 antag – EPAC1 (human) antagonism; O95398; EPAC1 GEF assay, Rap1b-BODIPY-GDP exchange fluorescence; Potency, µM (series often up to 115 µM), for the others: top-dose activity change, negative = inhibition, hits mostly inhibitors; 0.14% of 360,000 active; AID 720709;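 further: potency means the concentration at half of the fitted maximal effect; plate controls were vehicle for no effect and positive control for full effect; nearly all actives have a fitted effect of over 50% in size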
Target sequence (O95398 whole entry, looked up): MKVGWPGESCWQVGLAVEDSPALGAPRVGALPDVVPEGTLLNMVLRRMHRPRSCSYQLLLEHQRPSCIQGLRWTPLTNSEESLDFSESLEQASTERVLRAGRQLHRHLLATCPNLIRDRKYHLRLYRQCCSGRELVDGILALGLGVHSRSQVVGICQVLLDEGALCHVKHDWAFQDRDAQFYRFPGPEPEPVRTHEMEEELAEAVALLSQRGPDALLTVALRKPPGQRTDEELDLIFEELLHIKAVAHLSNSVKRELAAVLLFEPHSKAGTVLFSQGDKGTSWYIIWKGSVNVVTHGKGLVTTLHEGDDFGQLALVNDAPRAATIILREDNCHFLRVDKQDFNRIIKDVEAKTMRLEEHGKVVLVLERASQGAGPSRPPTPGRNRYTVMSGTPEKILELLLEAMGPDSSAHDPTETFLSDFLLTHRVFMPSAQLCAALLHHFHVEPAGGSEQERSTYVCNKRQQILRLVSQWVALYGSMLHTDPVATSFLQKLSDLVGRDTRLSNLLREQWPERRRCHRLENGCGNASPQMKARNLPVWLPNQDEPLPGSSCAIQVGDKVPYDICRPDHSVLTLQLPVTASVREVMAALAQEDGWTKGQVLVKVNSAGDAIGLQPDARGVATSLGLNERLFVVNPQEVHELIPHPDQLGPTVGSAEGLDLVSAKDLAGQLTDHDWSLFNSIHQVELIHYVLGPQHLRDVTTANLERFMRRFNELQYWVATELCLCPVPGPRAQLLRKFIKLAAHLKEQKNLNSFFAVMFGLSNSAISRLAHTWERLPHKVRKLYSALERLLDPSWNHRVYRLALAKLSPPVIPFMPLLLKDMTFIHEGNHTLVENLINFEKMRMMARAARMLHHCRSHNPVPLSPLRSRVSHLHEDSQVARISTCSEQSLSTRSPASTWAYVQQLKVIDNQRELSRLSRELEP
FUS yeast rescue – rescues growth of FUS-expressing yeast; S. cerevisiae FUS-expressing, growth rescue, OD600, 24 h; Potency, µM (series often up to 76.6 µM), for the others: top-dose growth rescue (activation), most hits filed as activators; 0.24% of 390,000 active;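 further: potency means the concentration at half of the fitted maximal effect; plate controls were DMSO vehicle for no effect and reference control for full effect; nearly all actives have a fitted effect of over 55% in size; some results filed as inactive show a strong effect at the top dose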
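Yeast FUS proteinopathy model; galactose-induced FUS (2%), starting OD 0.005. Cpds in dilution series, 24hr, 30C, 99% humidity. Abs 600 nm growth. Pos ctrl CP55940 (top 92uM final); neg ctrl DMSO.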
Abeta yeast res – restores growth of yeast expressing A-beta42 peptide. Potency, µM (doses to about 46.1 µM), for the others: at the top dose growth rescue, actives largely listed as activators. AID 1347071. 0.063% of 410,000 active. yeast expressing A-beta42, growth rescue, OD600, 48 h; response scale: 0% DMSO, 100% iron-clioquinol control; further: potency means the concentration at half of the fitted maximal effect; nearly all actives have a fitted effect of over 55% in size
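Yeast A-beta toxicity model in growth medium with pinned compounds, 48 h at 30 C; growth read as absorbance at 600 nm. Normalized to FeCl3/clioquinol equimolar mix (positive) and DMSO (negative).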
IL2 activator – activators of IL-2 | IL-2 activation reporter assay, cell-based qHTS; stimulated with anti-CD3/CD4/CD28 beads; in transgenic mouse T cells | activation, % (series mostly up to about 46 µM) | 0.065% of 360,000 active; in the data active means activation above about 50%; inconclusive means mostly about 30% to 49%; further: 0% is about no effect
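Using fluorescent plate cytometry, EGFP and DsRed are detected in transgenic mouse T cells stimulated 18 h at 37 degrees C with antibody-coated beads after 60 min compound pretreatment.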
PI5P4Ka inh – PI5P4K alpha (human) kinase inhibition; PI5P4Kalpha enzyme, ADP-Glo luminescence, 60 min; active compounds read low; 1.2% of 330,000 active; P48426; max response, %; active means max response of -50% or lower; inconclusive means between -30% and -50%; inactive means -30% or higher; further: value at the top dose of about 77 µM; on the % scale 0 is the no-effect control and ±100 the full control effect
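Controls without substrate or without enzyme flank wells where PI5P4Kalpha converts substrate using 5 microM ATP (final). Incubation lasts 60 minutes at room temperature; ADP formed is read by ADP-Glo luminescence.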
EPAC1 agonist – activates human EPAC1 exchange factor | O95398 | EPAC1 agonist qHTS, biochemical assay; response scale: 100% = response to 6.5 mM cAMP | Potency, µM (top dose mostly 154 µM), inactives show at the top dose activation, hits mostly activators | 0.073% of 360,000 active; further: potency means the concentration at half of the fitted maximal effect; nearly all actives have a fitted effect of over 60% in size
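Nucleotide exchange assay: 100 nM EPAC1 with 250 nM Rap1B loaded with BODIPY-GDP and 50 uM GDP, room temperature. Fluorescence (480/540 nm) read every 5 min for 30 min; signal change normalized to 6.5 mM cAMP as full agonist.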
PLK1 PBD block – PLK1 (human) polo-box domain binding inhibition; P53350; Plk1 PBD binding of FITC phosphopeptide, fluorescence polarization; Potency, µM, for inactives: max response, negative = inhibition, most hits filed as inhibitors; 2.8% of 360,000 active; further: potency means the concentration at half of the fitted maximal effect; series mostly up to about 57 µM; on the % scale 0 is the no-effect control and ±100 the full control effect; nearly all actives have a fitted effect of over 65% in size
An asterisk follows results filed as active; ? = inconclusive; / = no result given; & = joins results of further samples; [ ] = remark or other dose. Unless noted, the call rests on the fitted dose curve; in most records, active means well fitted curve in the direction sought with a large enough effect; inconclusive means small, poorly fitted or top-dose-only effect, or another doubt; inactive means no such curve, though single readings can be large; an effect the other way counts as inactive or inconclusive.

Start of the listing, in advance (ten entries):
SMILES	WRN inhibitor	aSyn yeast inh	EPAC1 antag	FUS yeast rescue	Abeta yeast res	IL2 activator	PI5P4Ka inh	EPAC1 agonist	PLK1 PBD block
Clc1ccc(-c2nnn(Cc3nc4ccccc4s3)n2)cc1	-8%	7%	0%	17%	17%	-1.2	6	10%	-8%
Cc1nn(C)c(C)c1CNC(=O)Nc1ccc(Cl)cc1	-5%	-1%	11%	1%	13%	0.2	3	-2%	2%
O=c1[nH]c2c(Br)cnc([N+](=O)[O-])c2[nH]1	-2%	-2%	5%	-4%	5%	-2.4	-29	0%	2%
Cc1c(NC(=O)NC(=O)c2ccc(F)cc2)c(=O)n(-c2ccccc2)n1C	-3%	7%	-7%	-9%	6%	-0.2	-4	3%	-8%
COc1ccc(CC(=O)Nc2ccc(-c3csc(C)n3)cc2)cc1	1%	-15%	0%	32%	-8%	0.0	12	-6%	-2%
Cc1cccc(C(=O)NC2CC3CCCC(C2)N3Cc2ccccc2)c1 (stereo not drawn)	-18%	-5%	-14%	5%	6%	-2.0	-2	4%	-10%
CCC(=C/c1sc2ccc3ccccc3c2[n+]1C)/C=C1\Sc2ccc3ccccc3c2N1C	-4%	-74%[inhibitor]	?	?	-86%[inhibitor]	-0.3	-90*	?	-20%
COC(=O)C(N)Cc1ccc(OC)c([N+](=O)[O-])c1 (stereo not drawn)	-17%	4%	6%	-30%	3%	-0.5	-6	-9%	4%
Cc1ccc(NC(=O)CSCC(=O)Nc2nnc(C3CC3)s2)cc1	-25%	1%	1%	9%	1%	0.7	-1	-6%	-20%
CC1(C)Cc2c(C#N)c(SCC(=O)O)nc(N3CCOCC3)c2CO1	-17%	0%	15%	11%	-22%	2.1	-5	-1%	-1%

The list itself (from the top)
SMILES	WRN inhibitor	aSyn yeast inh	EPAC1 antag	FUS yeast rescue	Abeta yeast res	IL2 activator	PI5P4Ka inh	EPAC1 agonist	PLK1 PBD block
Clc1ccc(-c2nnn(Cc3nc4ccccc4s3)n2)cc1	-8%	7%	0%	17%	17%	-1.2	6	10%	-8%
Cc1nn(C)c(C)c1CNC(=O)Nc1ccc(Cl)cc1	-5%	-1%	11%	1%	13%	0.2	3	-2%	2%
O=c1[nH]c2c(Br)cnc([N+](=O)[O-])c2[nH]1	-2%	-2%	5%	-4%	5%	-2.4	-29	0%	2%
Cc1c(NC(=O)NC(=O)c2ccc(F)cc2)c(=O)n(-c2ccccc2)n1C	-3%	7%	-7%	-9%	6%	-0.2	-4	3%	-8%
COc1ccc(CC(=O)Nc2ccc(-c3csc(C)n3)cc2)cc1	1%	-15%	0%	32%	-8%	0.0	12	-6%	-2%
Cc1cccc(C(=O)NC2CC3CCCC(C2)N3Cc2ccccc2)c1 (stereo not drawn)	-18%	-5%	-14%	5%	6%	-2.0	-2	4%	-10%
CCC(=C/c1sc2ccc3ccccc3c2[n+]1C)/C=C1\Sc2ccc3ccccc3c2N1C	-4%	-74%[inhibitor]	?	?	-86%[inhibitor]	-0.3	-90*	?	-20%
COC(=O)C(N)Cc1ccc(OC)c([N+](=O)[O-])c1 (stereo not drawn)	-17%	4%	6%	-30%	3%	-0.5	-6	-9%	4%
Cc1ccc(NC(=O)CSCC(=O)Nc2nnc(C3CC3)s2)cc1	-25%	1%	1%	9%	1%	0.7	-1	-6%	-20%
CC1(C)Cc2c(C#N)c(SCC(=O)O)nc(N3CCOCC3)c2CO1	-17%	0%	15%	11%	-22%	2.1	-5	-1%	-1%
CC(C)C(=O)N1CCC(n2nccc2NC(=O)CCOc2ccccc2)CC1	8%	-1%	-9%	-1%	-4%	-4.1	-1	-6%	-5%
CC(C)(C)c1nc2c(C#N)c(-c3ccc(Cl)cc3)ccn2n1	-11%	-10%	?	22%	-42%[inhibitor]	-0.2	3	11%	-9%
C=CCOC(=O)C1=C(C)NC(SCC(=O)Nc2ccccc2)=C(C#N)C1c1ccco1 (stereo not drawn)	-5%	-10%	-3%	1%	11%	-4.5	0	-1%	-2%
COC(=O)/C=C1\OCc2ccc(C)cc21	-3%	-5%	10%	-17%	4%	-0.1	-5	-4%	-5%
CCc1nn(CC(=O)N2CCN(Cc3ccc4c(c3)OCO4)CC2)c(=O)c2cc3occc3n12	27%	0%	-11%	/	-6%	-2.9	-9	2%	-9%
Cc1cc(N=Nc2ccc(C)c(N=Nc3cc(C)c(N)cc3N)c2)c(N)cc1N	-7%[11.6 µM]	-10%&-18%	-18%	-7%	-74%[inhibitor]	-2.2	-28	8%	0%
CS(=O)(=O)N1CCC(C(=O)N2CCN(c3ccccc3)CC2)CC1	-6%	0%	10%	29%	-13%	0.4	4	4%	-12%
CCN(C)c1cc2c(c3c1ccn3C)C1CCC2C1 (stereo not drawn)	-3%	-1%	-15%	6%	-23%	-0.4	7	-3%	-18%
C=CCNC(=O)Nc1ccc(Cl)cn1	2%	-9%	13%	-10%	-10%	2.5	-7	-1%	-4%
O=C(COc1ccc(F)cc1)NCCN1CCCC1	-30%	-5%	-1%	2%	-23%	0.0	4	6%	-7%
COc1ccc(-c2nc3c4c(ncn3n2)-c2ccccc2CC42CCCC2)cc1	8%	-5%	-22%	0%	3%	-0.8	5	6%	-14%
Cc1ccc2c(c1)c1c3n2CCCN(Cc2ccccc2)C3CCC1 (stereo not drawn)	-17%	0%	-6%	13%	-13%	-2.7	/	1%	-7%
COC(=O)[C@H]1C[C@H](OC(=O)NCc2ccccc2F)[C@@]2(O)CN(S(=O)(=O)c3ccc(C)cc3)CC2[C@H]1C(=O)OC (stereo partly drawn)	2%	3%	-13%	25%	-13%	-2.1	9	-8%	-1%
COc1nc(Nc2ccc([N+](=O)[O-])cc2)nc(NC2CCCCC2)n1	-13%	0%	-5%	7%	23%	-2.9	0	8%	-5%
Cc1[nH]c(C)c(S(=O)(=O)N2CCN(c3ccccc3)CC2)c1C(=O)N1CCCCC1	-3%	-2%	-10%	10%	-4%	-1.2	1	-1%	-10%
Cc1ccsc1/C=N/n1c(-c2ccccn2)n[nH]c1=S	-1%	-3%	0%	16%	1%	-2.4	-2	1%	-9%
CC(=O)c1cccc(OCC(O)CN2CCN(S(=O)(=O)c3c(F)cccc3F)CC2)c1 (stereo not drawn)	-4%	1%	-26%	19%	-15%	-0.7	-8	3%	19µM*
COc1cccc(OC)c1C(=O)Nc1ccc(S(=O)(=O)N2CCCCC2)cc1	-8%	-1%	?	53%	-12%	0.2	5	-3%	-13%
COc1cccc(C(=O)NNc2c3ccccc3nc3ccccc23)c1	-32%	-10%	?	15%	-13%	-1.5	5	-13%	5%
CC(=O)Nc1cccc(NC(=O)CSc2ccc(C(F)(F)F)cc2[N+](=O)[O-])c1	-10%	0%	5%	16%	8%	-0.5	-1	-3%	?

The list goes on, starting with the last 2 of the part before.
SMILES	WRN inhibitor	aSyn yeast inh	EPAC1 antag	FUS yeast rescue	Abeta yeast res	IL2 activator	PI5P4Ka inh	EPAC1 agonist	PLK1 PBD block
COc1cccc(C(=O)NNc2c3ccccc3nc3ccccc23)c1	-32%	-10%	?	15%	-13%	-1.5	5	-13%	5%
CC(=O)Nc1cccc(NC(=O)CSc2ccc(C(F)(F)F)cc2[N+](=O)[O-])c1	-10%	0%	5%	16%	8%	-0.5	-1	-3%	?
Cc1c(C(=O)c2ccccc2)c(=O)n(C)c(=O)n1C	7%	1%	11%	-5%	-5%	-0.6	-3	-2%	2%
NNC(=O)CSc1c(-c2cccs2)[nH]c2ccccc12	11%	-3%	6%	/	10%	-3.9	0	5%	-12%
COCC1CCN(Cc2c(C(=O)N3CCc4ccccc4C3)nc3ccc(Cl)cn23)C1 (stereo not drawn)	-26%[11.6 µM]	8%	-1%	7.1µM*	10%	2.5	-20	19%	-23%
O=C(COC(=O)c1cccnc1)c1ccc(Cl)c(Cl)c1	-3%	0%	-25%	20%	-10%	-0.2	4	6%	-10%
Cc1nnc(SCC(=O)N(CCC#N)c2ccc3c(c2)OCCO3)s1	-2%	-2%	-2%	-1%	-3%	0.1	-1	13%	-2%
O=C(O)CCN1C(=O)/C(=C/c2ccc(-c3nc4ccccc4s3)o2)SC1=S	?	-5%	-24%	18%	9%	0.4	-26	-6%	9.5µM*
CCN1CCN(c2ccc(S(=O)(=O)N3CCOCC3)cc2NC(=O)CCOc2ccccc2)CC1	6%	-2%	-25%	-7%	7%	-1.5	2	4%	-7%
Cc1cc(OC(=O)c2ccccc2Cl)ccc1N1C(=O)CCC1=O	32%	6%	-5%	-5%	29%	-3.0	-2	-1%	-9%
O=C(c1ccc(F)cc1)N1CCCCC(S(=O)(=O)c2ccccc2)C1=O (stereo not drawn)	-1%	4%	5%	/	5%	-0.9	7	3%	3%
COc1ccc(C(=O)N/C(=C/c2ccc(Cl)cc2)C(=O)Nc2ccc(C(=O)O)cc2)cc1	-33%	-5%	1%	/	1%	2.9	1	3%	-2%
N/C(=N\OC(=O)c1ccc([N+](=O)[O-])cc1)c1cccnc1	7%	-6%	-5%	-16%	-4%	3.2	1	-2%	-7%
CC(C)[C@H](NS(=O)(=O)c1ccccc1F)C(=O)NC1CCCCC1	-10%	-9%	-12%	-25%	1%	0.4	12	2%	1%
COc1ccccc1N1CCN(CC(=O)NCC2CCCO2)CC1 (stereo not drawn)	-29%	4%	0%	-6%	2%	-0.1	-3	5%	-3%
COc1cc(C(=O)NCC2CCCO2)ccc1OCc1ccc(Cl)cc1 (stereo not drawn)	-2%	?	12%	5%	1%	2.6	0	-9%	3%
COc1ccc(NC(=O)CSCc2cc(=O)n3cc(C)sc3n2)cc1	-3%	-10%	-19%	-12%	6%	1.1	5	8%	30µM*
CC(OC(=O)c1ccc(NC(=O)CC#N)cc1)C(=O)Nc1ccc2c(c1)OCCO2 (stereo not drawn)	1%	-2%	14%	?	-21%	-1.3	-14	11%	-6%
C=CCNC(=S)NNC(=O)c1csc(C)c1C	-27%[57.1 µM]	-4%	-14%	2%	7%	-1.7	2	9%	-5%
CN(C)CCCNC(=O)C[C@H]1C[C@H](C(=O)N2CCOCC2)[C@@]2(CCC3CCCC3)c3[nH]c4cc(-c5ccco5)ccc4c3CCN2C1=O	1%	-9%	-14%	?	6%	1.2	3	-21%	-7%
